Screening results (PubChem BioAssay)
NSD2 inh = NSD2 histone methyltransferase inhibitors, primary screen, biochemical, AlphaScreen, single concentration, set 2 | Histone-lysine N-methyltransferase NSD2 (Homo sapiens), O96028 | AID 743445, 2014 | NSD2 peptide methylation, 120 min | inhibition, % at 12.5 µM | hit rate 0.54% among 310,000; in the data active means inhibition above about 50%
Pemphigus Ab inh = inhibitors of pemphigus antibody binding to DSG3, primary screen, biochemical, bead-based, flow cytometry, scFv-GFP | Desmoglein-3 (Homo sapiens), P32926 | DSG3-coupled beads, scFv-anti-DSG3-GFP binding; hits give low values | binding (percent of control), % at 10 µM | hit rate 0.48% among 310,000 | AID 588358, 2011;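 active means binding more than 3 SD below its plate's average and above zero; inconclusive means below that plate limit but binding exactly zero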;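 further: hits lower antibody fragment binding to DSG3; some compounds called inactive have numbers as strong as hits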
Target sequence (P32926 whole entry, looked up, the tested form may be a part): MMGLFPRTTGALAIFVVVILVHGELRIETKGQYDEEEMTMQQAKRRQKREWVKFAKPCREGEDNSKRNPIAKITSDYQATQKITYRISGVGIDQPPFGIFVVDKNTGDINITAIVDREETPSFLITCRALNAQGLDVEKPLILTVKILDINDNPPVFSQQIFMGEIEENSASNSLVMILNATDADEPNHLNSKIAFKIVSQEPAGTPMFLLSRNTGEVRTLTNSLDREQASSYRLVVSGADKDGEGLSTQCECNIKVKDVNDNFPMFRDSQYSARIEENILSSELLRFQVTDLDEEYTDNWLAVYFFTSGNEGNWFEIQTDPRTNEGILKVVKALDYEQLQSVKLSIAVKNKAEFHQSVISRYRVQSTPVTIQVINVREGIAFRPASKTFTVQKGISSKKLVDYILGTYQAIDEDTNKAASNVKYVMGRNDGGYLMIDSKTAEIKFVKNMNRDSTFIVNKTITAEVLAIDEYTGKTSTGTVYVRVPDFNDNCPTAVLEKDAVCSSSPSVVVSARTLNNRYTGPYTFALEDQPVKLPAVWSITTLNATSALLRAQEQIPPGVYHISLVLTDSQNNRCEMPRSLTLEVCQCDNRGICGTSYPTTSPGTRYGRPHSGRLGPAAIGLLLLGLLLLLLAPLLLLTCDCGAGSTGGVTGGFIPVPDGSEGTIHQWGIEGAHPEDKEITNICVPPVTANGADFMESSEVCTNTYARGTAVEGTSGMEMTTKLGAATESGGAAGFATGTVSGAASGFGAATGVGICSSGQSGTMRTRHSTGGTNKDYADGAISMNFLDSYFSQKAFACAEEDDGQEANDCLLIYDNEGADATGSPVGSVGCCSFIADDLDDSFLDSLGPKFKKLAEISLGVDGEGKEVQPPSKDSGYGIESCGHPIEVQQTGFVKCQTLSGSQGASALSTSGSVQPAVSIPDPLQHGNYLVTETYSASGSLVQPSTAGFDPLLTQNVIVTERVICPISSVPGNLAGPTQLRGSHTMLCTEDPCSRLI
V-ATPase pH = regulators of yeast V-ATPase proton pumping, primary screen, pHLuorin cytosolic pH fluorescence. hit rate 0.37% among 350,000. AID 504577, 2011. response, % at 10 µM. S. cerevisiae; in the data active means response mostly above about 7.3%, no sharp cut-off; inactive means mostly below about 5.4%; further: actives read high; inactives centre near 0; some compounds called inactive have numbers as strong as hits; reference of the scale not given here
CAL PDZ FP-1 = CAL PDZ peptide-binding inhibitors, primary screen, biochemical, fluorescence polarization, Cer-tagged CAL PDZ, HTS; Golgi-associated PDZ and coiled-coil motif-containing protein (Homo sapiens), Q9HD26; purified CAL PDZ, TMR-peptide fluorescence polarization, 1 h; inhibition, % at 20 µM; hit rate 0.02% among 330,000; AID 504414, 2011;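 active means highest replicate inhibition of at least 40%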;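 further: plate controls were DMSO neutral control wells for no effect and unlabeled competitor peptide control wells for full effect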
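Assay system – tagged CAL PDZ protein CerCALP, purified · Timing – 1 h at RT · Compound – single point, 20 µM · Measured by – fluorescence polarization from S- and P-plane intensities, G-factor corrected · Evaluation – inhibition from polarization loss · Probe or stimulus – TMR reporter peptide T*-PRC34 · Buffer or medium – pH 7.4 phosphate-saline buffer, reducing agent, detergent, IgG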
DAGLB inh = DAGLB lipase inhibitors, primary screen, biochemical, fluorescence, HTS; Diacylglycerol lipase-beta (Homo sapiens), Q8NCG7; HEK293T DAGLB membrane lysate, EnzChek fluorogenic substrate; inhibition, % at 5.17 µM; hit rate 0.059% among 340,000; AID 504411, 2011; in the data active means inhibition above about 34%;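 further: 0% = enzyme with vehicle and 100% = wells lacking enzyme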
Arrestin-AP2 inh = inhibitors of beta-arrestin/AP2 binding, primary screen, biochemical, GPCR trafficking, flow cytometry; beta-arrestin 1 C-terminal peptide binding to AP2 beta2-adaptin appendage (human); hit rate 0.31% among 340,000; FITC-arrestin peptide / GST-AP2 beads; AP2 beta2 appendage carries R879A mutation; inhibition, % at 10 µM;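 active means inhibition above a set limit, near 3 SD of compounds lacking own fluorescence, cut at about 54% in these data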;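 further: plate controls were DMSO wells for no effect and 5 µM unlabelled arrestin peptide for full effect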
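System: GST-AP2 R879A bound to glutathione beads, E. coli-expressed. Also added: 50 nM FITC-arrestin peptide. Schedule: compound with beads 12 min RT, then probe 1 h RT. Signal: bead flow cytometry, FITC channel. Read-out basis: percent response.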
RTF Ca sens inh = cardiac RTF calcium sensitivity inhibitors, primary screen, biochemical, IANBD-TnC fluorescence, EC70 calcium; inhibition, % at 7.15 µM; Troponin I, cardiac muscle (Homo sapiens) + Troponin T, cardiac muscle (Homo sapiens) + …; hit rate 0.12% among 340,000; IANBD-labeled cardiac RTF, Ca2+ fluorescence;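 active means inhibition above the mean inhibition of all tested compounds plus 3 SD, cut at about 17% in these data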;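 further: assay run at fixed EC70 calcium of 1.6 mM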
Keap1-Nrf2 PPI = Keap1-Nrf2 protein-protein interaction inhibitors, primary screen, biochemical, fluorescence polarization, single point; Kelch-like ECH-associated protein 1 (Homo sapiens), Q14145; Keap1 Kelch-Nrf2 peptide fluorescence polarization, 1536-well; inhibition, % at 9.4 µM; hit rate 0.15% among 340,000; AID 504523, 2011; in the data active means inhibition above about 12%; inconclusive means no clear call, values can overlap the other calls; inactive means below about 7.3%;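 further: human Keap1 Kelch domain with fluorescein labeled Nrf2 9mer peptide probe; 0% = neutral control wells and 100% = peptide positive control; higher means more block of Keap1 binding to Nrf2 peptide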
LANA DNA inh = inhibitors of KSHV C-LANA binding to DNA, primary screen, biochemical, fluorescence polarization, FAM-LBS DNA, MBP-C-LANA, single point; AID 504423, 2011; inhibition, % at 9 µM; hit rate 0.078% among 340,000;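 active means highest replicate inhibition at or above 60% at 9 µM, even if other replicates fall short; inactive means all replicates below 60% inhibition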;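 further: 0% = neutral control wells and 100% = 4 µM acridine orange control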
CAL PDZ FP-2 = untagged CAL PDZ binding inhibitors, primary screen, biochemical, fluorescence polarization, HTS | AID 602252, 2012 | purified CAL PDZ, TMR-peptide fluorescence polarization, 1 h | inhibition, % at 24.9 µM | hit rate 0.92% among 300,000;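 active means mean inhibition of at least 30% with at least half of replicates also reaching 30%; inconclusive means no clear call, values can overlap the other calls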;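 further: 0% = DMSO neutral control and 100% = excess unlabeled competitor peptide PRC23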
Starred values were filed as active, the others as inactive; ? = inconclusive; . = not tested or not shown.

NSD2 inh	Pemphigus Ab inh	V-ATPase pH	CAL PDZ FP-1	DAGLB inh	Arrestin-AP2 inh	RTF Ca sens inh	Keap1-Nrf2 PPI	LANA DNA inh	CAL PDZ FP-2	compound
-6	.	0	-0.8	-4	-8	-5	-5	-0.6	-2	CN(C(=O)COC(=O)c1ccccc1SCC(=O)N1CCCC1)C1(C#N)CCCCC1
1	.	1	-0.7	1	19	-10	-5	0.8	0	Cc1cccc(OCC(=O)N(Cc2ccco2)c2c(N)n(Cc3ccccc3)c(=O)[nH]c2=O)c1
1	91	-1	-0.2	-1	-2	-4	-4	2.1	.	CC(C)(CNCc1ccccc1)NS(=O)(=O)c1ccccc1
1	100	.	-0.8	-9	-14	-2	3	1.7	-5	C=CCn1c(SC(C)C(=O)NCCC2=CCCCC2)nc2ccccc2c1=O (stereo not given)
-4	124	2	-0.5	-2	-6	2	-2	2.9	.	CCCCC(=O)Nc1ccc(C(=O)Nc2nnc(COC)s2)cc1
.	99	-3	0.2	3	3	-2	-1	0.3	-2	O=C(O)C1=C[C@H](c2csc3ccccc23)C[C@H](OCc2ccc(CO)cc2)O1
0	108	0	-1.4	2	-4	-5	-3	-2.7	0	COc1ccc(/C=C2/SC(=O)N(CCC(=O)Nc3ccc(S(=O)(=O)Nc4nccs4)cc3)C2=O)cc1
2	123	1	-0.3	-1	17	-8	2	-1.0	.	Cc1ccccc1NC(=O)c1cc[n+]([O-])cc1
-2	99	1	0.1	0	2	-1	2	2.6	.	CCCN(CC1CC1)C(=O)CCc1nnc(C(OC)c2ccccc2)o1 (stereo not given)
25	121	-3	-0.3	3	-8	-14	3	1.5	.	CCc1ccc(N2CC(C(=O)N3CCCC3)CC2=O)cc1 (stereo not given)
-1	118	-3	-3.8	-4	-2	-10	-1	-1.2	-5	O=C(CSc1nnc(Cn2nnc3ccccc32)o1)N(Cc1ccc(F)cc1)c1ccccc1
1	98	-1	.	-2	.	.	.	.	.	CCc1nc2c(=O)[nH]cnc2o1
-2	.	-1	-0.4	-3	6	-14	-2	0.7	10	Cc1cc(NC(=S)N(CCN2CCOCC2)Cc2ccccc2F)ccc1Cl
0	.	3	-0.6	0	22	-10	1	0.8	-1	Cc1ccc(C(=O)CCC(=O)OCC(=O)NNC(=O)c2ccc([N+](=O)[O-])cc2)cc1
2	90	-1	-3.5	4	-3	2	-9	0.3	1	COc1ccc(OC)c(C2CC(c3ccc(NS(C)(=O)=O)cc3)=NN2C(=O)c2ccccc2)c1 (stereo not given)
4	102	-2	0.9	3	1	-6	-5	-3.4	-3	CC1(C)CC(NC(=O)c2ccc(-c3ccc([N+](=O)[O-])cc3)o2)CC(C)(C)N1
0	104	14	-0.2	0	-1	-22	1	1.0	2	Cn1c(=O)n(C)c2cc(S(=O)(=O)NCCc3ccccc3)ccc21
0	124	-1	3.2	3	8	-2	-2	0.4	-3	N/C(=N\N=Cc1ccc2c(c1)OCO2)NN=Cc1ccc2c(c1)OCO2
6	104	-2	-1.4	-5	9	-114	-5	3.1	-2	Brc1ccc(Cn2c(-c3ccc(Br)o3)nc3ccccc32)o1
.	100	0	0.5	-1	12	-4	1	-1.0	0	CCOCC(=O)Nc1cc(C(=O)Nc2cccc(C)c2C)ccc1Cl
6	103	-3	-1.3	0	6	-7	-5	2.3	.	CCn1c(NCc2ccccn2)nc2c1c(=O)n(C)c(=O)n2C
-1	.	2	0.0	1	0	-15	-3	-0.9	6	O=C1CC(C(F)(F)C(F)(F)C(F)(F)F)=Nc2ccccc2N1
-2	102	-2	-0.8	-2	2	-5	-6	0.6	-6	Cc1ccc(NC(=O)CNC(=O)c2ccco2)cc1Cl
-1	88	-2	-1.7	-1	-3	-9	2	-1.0	-5	O=C(NCC(c1ccco1)N1CCOCC1)c1ccc(Cl)cc1 (stereo not given)
.	96	1	0.7	-1	1	-4	1	0.3	-1	COc1ccc(S(=O)(=O)N2CCN(C(=O)CC3CC4CCC3C4)CC2)cc1 (stereo not given)

Arranged by SMILES length (largest number first): some entries from above
NSD2 inh	Pemphigus Ab inh	V-ATPase pH	CAL PDZ FP-1	DAGLB inh	Arrestin-AP2 inh	RTF Ca sens inh	Keap1-Nrf2 PPI	LANA DNA inh	CAL PDZ FP-2	compound
-4	124	2	-0.5	-2	-6	2	-2	2.9	.	CCCCC(=O)Nc1ccc(C(=O)Nc2nnc(COC)s2)cc1
-2	102	-2	-0.8	-2	2	-5	-6	0.6	-6	Cc1ccc(NC(=O)CNC(=O)c2ccco2)cc1Cl
2	123	1	-0.3	-1	17	-8	2	-1.0	.	Cc1ccccc1NC(=O)c1cc[n+]([O-])cc1

Continued:
NSD2 inh	Pemphigus Ab inh	V-ATPase pH	CAL PDZ FP-1	DAGLB inh	Arrestin-AP2 inh	RTF Ca sens inh	Keap1-Nrf2 PPI	LANA DNA inh	CAL PDZ FP-2	compound
-1	92	0	-2.1	2	8	0	-5	-1.2	-4	CC(=O)Nc1ccc2c(COC(=O)[C@@H](NS(=O)(=O)c3ccc(C)cc3)C(C)C)cc(=O)oc2c1
3	.	6	0.6	-1	-2	-2	-2	-1.7	0	O=C(c1cccc(N2C(=O)C3C4C=CC(C4)C3C2=O)c1)N1CCN(c2ccc(F)cc2)CC1 (stereo not given)
2	99	-2	-0.9	0	5	1	-5	0.0	1	CCCNC(=O)c1ccc2c(c1)S(=O)(=O)c1ccccc1C2=O
-3	115	-1	0.7	-2	-9	-6	1	0.8	-2	COc1cc(C(=O)Nc2cc(S(C)(=O)=O)ccc2Cl)ccc1OCC(=O)N1CCOCC1
4	103	4	-1.5	1	-15	-1	-7	-0.7	?	CC(=O)Nc1ccc2nc(SCC(=O)Nc3ccc(N4CCOCC4)c(Cl)c3)sc2c1
-3	100	0	0.7	-1	7	-2	-2	-1.2	0	O=C(NCc1ccco1)C(C(=O)c1ccc(F)cc1)n1ccccc1=O (stereo not given)
-3	103	4	-0.5	1	6	-3	2	0.0	.	CCOC(=O)C1CCCN(C(=O)CN2C(=O)c3ccccc3C2=O)C1 (stereo not given)
-2	130	4	-2.0	-5	-5	-1	-6	0.2	1	COc1ccccc1NC(CC(=O)c1ccccc1)C(=O)OCC(=O)c1ccc(Br)cc1 (stereo not given)
0	103	1	-3.0	2	-2	-6	-1	1.2	-1	C=CCc1cccc2cc(C(=O)NCc3cccnc3)c(=O)oc12
1	99	-4	-2.5	2	-1	-17	-2	-1.8	-5	NC(=O)CCC(NC(=O)c1ccc(Cl)cc1)C(=O)NCCc1ccc2c(c1)OCCO2 (stereo not given)
10	105	1	-0.1	4	-5	7	0	-3.8	-2	CCN1CCCC1CNCc1ccc(Cl)cc1Cl (stereo not given)
.	103	-2	0.2	0	8	-7	-5	-0.6	.	Cc1sc2nc(NCCO)[nH]c(=O)c2c1C
-2	102	4	.	0	2	-4	-4	0.0	-5	COc1cc(OC)cc(C(=O)NCCNC(=O)c2ccco2)c1
.	.	1	-0.3	-2	-2	-4	2	0.2	-4	CC(=O)NC1CCN(C(=O)N2CCCC2)CC1
-1	106	-3	-1.6	0	-26	-13	-6	0.2	0	COc1cc(/C=C/C(=O)OCC(=O)NCCc2ccccc2)cc(OC)c1OC
-5	105	-3	0.5	3	7	-7	1	2.0	-4	CC(C)[C@H](NS(=O)(=O)c1cccc(C(F)(F)F)c1)C(=O)OCC(=O)NC(=O)NCc1ccco1
.	94	2	0.1	1	9	-10	-3	-0.8	2	Cn1c(=O)c2c(nc(Sc3ncnn3CC(=O)N3CCOCC3)n2C)n(C)c1=O
1	.	-4	-1.1	0	26	3	-2	1.8	2	COCc1[nH]c(=S)c(C#N)cc1C(=O)OC
1	98	3	-0.5	3	8	9	0	0.1	2	COc1cc(C)nc(N2CCC(C(N)=O)CC2)n1
1	100	-10	-0.6	1	8	5	0	-0.3	9	NC(=O)c1sc2nc(N3CCCCC3)c3c(c2c1N)CCCC3
-2	104	-1	.	0	27	5	-2	-2.3	0	COc1ccc(CCN(C)C(=O)N2CCOCC2)cc1OC
-1	105	-5	-3.6	-2	30	-5	0	1.1	-1	COC(=O)Cc1c(C)c2ccc(OCC(=O)N3CCC(C)CC3)c(C)c2oc1=O
.	107	-1	-0.9	2	-6	-7	5	-1.2	.	COc1ccc(Cn2nnc3c(=O)[nH]c(C(=O)NCCc4ccc(F)cc4)nc32)cc1OC
-2	101	-5	-0.9	-4	-6	0	1	-17	2	CCN(CC)S(=O)(=O)c1ccc(Oc2ccccc2OC)cc1
.	101	4	0.3	0	-6	-9	-3	-1.2	-6	OCCNc1nc(Cl)nc(NCc2ccco2)n1
5	105	2	-0.3	-2	23	-4	-1	-0.4	.	COc1ccc(S(=O)(=O)Nc2c(O)ccc3ccccc23)cc1OC

The list is partial; the hit share may differ from the screen's.
